Screens as filed in PubChem BioAssay.
IDE act – activators of human insulin-degrading enzyme in cells; P14735; HEK cells, FAbeta-B cleavage, fluorescence polarization; 0% vehicle, 100% cell-free pure enzyme wells; activation, % at 5.96 µM; 0.073% of 340,000 active; AID 493087;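 active = activation above the mean of all tested compounds plus 3 SD, set per screening campaign, cut at about 17% in these data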
Target sequence (P14735 whole entry, looked up): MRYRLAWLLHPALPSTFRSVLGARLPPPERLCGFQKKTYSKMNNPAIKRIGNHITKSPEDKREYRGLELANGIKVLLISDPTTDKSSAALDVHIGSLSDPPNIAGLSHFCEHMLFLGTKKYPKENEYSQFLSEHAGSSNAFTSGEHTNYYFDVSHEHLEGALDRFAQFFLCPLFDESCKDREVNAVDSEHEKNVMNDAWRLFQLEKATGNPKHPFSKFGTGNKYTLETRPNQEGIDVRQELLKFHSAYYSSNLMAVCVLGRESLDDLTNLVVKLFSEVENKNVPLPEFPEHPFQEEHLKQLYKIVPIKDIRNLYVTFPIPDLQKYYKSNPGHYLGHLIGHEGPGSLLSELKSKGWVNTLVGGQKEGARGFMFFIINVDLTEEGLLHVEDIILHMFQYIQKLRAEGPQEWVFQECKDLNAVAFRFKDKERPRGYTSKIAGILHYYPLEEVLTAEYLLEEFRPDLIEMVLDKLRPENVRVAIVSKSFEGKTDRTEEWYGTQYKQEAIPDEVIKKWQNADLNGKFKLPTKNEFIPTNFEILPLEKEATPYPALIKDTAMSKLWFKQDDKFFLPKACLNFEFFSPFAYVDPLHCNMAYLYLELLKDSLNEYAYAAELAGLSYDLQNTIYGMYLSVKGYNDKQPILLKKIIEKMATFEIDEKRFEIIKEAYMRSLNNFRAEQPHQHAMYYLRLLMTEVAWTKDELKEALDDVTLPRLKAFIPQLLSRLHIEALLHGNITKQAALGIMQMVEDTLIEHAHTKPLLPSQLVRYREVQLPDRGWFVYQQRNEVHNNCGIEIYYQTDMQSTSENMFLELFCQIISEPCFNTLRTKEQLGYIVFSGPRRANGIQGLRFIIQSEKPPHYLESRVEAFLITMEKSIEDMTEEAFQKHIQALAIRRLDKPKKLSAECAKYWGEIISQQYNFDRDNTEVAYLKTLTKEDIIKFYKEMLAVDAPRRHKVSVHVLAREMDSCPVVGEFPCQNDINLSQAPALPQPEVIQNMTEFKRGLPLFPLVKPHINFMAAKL
Starred values were filed as active, the others as inactive. Only part of the results is shown; rates above refer to the full screens.

For c1ccc(CCCCN2CCN=C2Nc2ccccc2)cc1 the results were IDE act 6.
For COc1ccc(NC(=O)CCc2ccccc2)cc1S(=O)(=O)N1CCCCC1 the results were IDE act 6.
O=C(Nc1ccncc1)C1CCN(S(=O)(=O)c2cccc(C(F)(F)F)c2)CC1 was read as IDE act 3.
For CCOc1ccc(OCCC(=O)N(CCC(C)C)c2c(N)n(Cc3ccccc3)c(=O)[nH]c2=O)cc1 the results were IDE act 3.
Screening CN(C(=O)COC(=O)C12CC3CC(CC(Cl)(C3)C1)C2)C1(C#N)CCCCC1 returned IDE act 2.
Screening Cc1ccc(NC(=O)CSc2nnc(Cc3csc(C)n3)o2)c(C)c1 returned IDE act 2.
For CC(=O)Nc1ccc(NC(=O)C(C)Sc2n[nH]c(-c3ccc(C)cc3)n2)cc1 (configuration not stated) the results were IDE act 2.
`CCN(CC(=O)Nc1ccc(NC(C)=O)cc1)C(=O)c1cc(CN2C(=O)c3ccccc3C2=O)ccc1OC` gave IDE act 18*.
For O=C(NCc1ccccn1)c1cccc(S(=O)(=O)Nc2ccccc2Cl)c1 the results were IDE act 6.
`COc1cc(OC)cc(C(=O)NC(C(=O)NCc2ccccn2)C(C)C)c1` (configuration not stated) gave IDE act 1.
Cc1cc(NC(=O)CSCC(=O)Nc2cc(C(F)(F)F)ccc2N2CCCCC2)no1 was read as IDE act 0.
COc1ccc(C2CC(=O)Oc3cc(C)c(Cl)c(C)c32)cc1 (configuration not stated) was read as IDE act 0.
`COc1ccc([C@H]2CC(=O)C=C(c3ccccc3Oc3ccccc3)C2)cc1` gave IDE act -1.
Screening Cc1ccc(C(=O)N(C)CCOc2ccccc2)cc1S(=O)(=O)N1CCOCC1 returned IDE act -3.
`O=C(CCNS(=O)(=O)c1ccccc1C(F)(F)F)Nc1ccncc1` gave IDE act -2.
Screening Cc1sc2nc(SCC(=O)Nc3cccc(C(=O)O)c3)[nH]c(=O)c2c1C returned IDE act 3.
CCN(CC(=O)Nc1c(F)cccc1F)C(=O)c1ccc(OCc2c(C)noc2C)cc1 was read as IDE act 3.
O=C(COC(=O)/C=C/c1cc(Br)ccc1F)NC1CC1 was read as IDE act 6.
C[C@H](CO)N1C[C@H](C)[C@@H](CN(C)S(C)(=O)=O)Oc2ccc(NC(=O)CCC(F)(F)F)cc2C1=O was read as IDE act 4.
For CCOC(=O)C1=CN(Cc2cccc(F)c2)S(=O)(=O)N(CC)C1c1ccc(Br)cc1F (configuration not stated) the results were IDE act 4.
COc1ccc2oc(C(=O)OCC(=O)Nc3ccc(OC)c(S(N)(=O)=O)c3)c(C)c2c1 was read as IDE act -1.
Screening C/C(=N\Nc1ccccc1)c1cccs1 returned IDE act 2.
C[C@H]1CN([C@@H](C)CO)C(=O)c2cccc(NC(=O)C3CC3)c2O[C@H]1CN(C)Cc1ccncc1 was read as IDE act 5.
Screening CN(CC(=O)Nc1ccc(F)c(F)c1F)C(=O)C1=NN(c2ccccc2)C(=O)CC1 returned IDE act 2.
Cc1cc(C)n2nc(SC(C)C(=O)N3CCCC3)nc2n1 (configuration not stated) was read as IDE act 6.
For Cc1ccc(NC(=O)CSc2nnc(CNC(=O)c3ccco3)n2C)c(C)c1 the results were IDE act 0.
Screening COc1ccc(S(=O)(=O)N2CCCCC2)cc1NC(=O)CCOc1cc(C)ccc1C returned IDE act 1.
`COc1ccc(NC(=O)N(C)C[C@H]2Oc3c(NC(=O)Nc4ccc(C(F)(F)F)cc4)cccc3C(=O)N([C@H](C)CO)C[C@@H]2C)cc1` gave IDE act -2.
Cc1ccc([C@@H]2CC=C(C(=O)O)[C@H](c3ccccc3)N2S(=O)(=O)c2ccc(C)cc2)cc1 was read as IDE act -5.
Screening CC(NC(=O)C1CCN(C(=O)Nc2ccccc2)CC1)c1ccccc1Cl (configuration not stated) returned IDE act -6.
Screening Cc1ccc(S(=O)(=O)N2CCN(C(=O)COC(=O)COc3ccc(Cl)c(C)c3)CC2)c(C)c1 returned IDE act 4.
For CC(C(=O)N1c2ccccc2CC1C)N1CCN(S(=O)(=O)c2ccccc2F)CC1 (configuration not stated) the results were IDE act 6.
COc1cccc(CC(=O)OC(C)C(=O)Nc2ccc(Cl)cn2)c1 (configuration not stated) was read as IDE act 2.
For CC(C)C[C@H](NC(=O)c1[nH]cnc1C(=O)N[C@@H](C)C(=O)OCc1ccccc1)C(=O)OCc1ccccc1 the results were IDE act 5.
Screening CCCC(C(=O)Nc1ccc(S(=O)(=O)N2CCCC2)cc1)c1ccccc1 (configuration not stated) returned IDE act 1.
O=C(NCC(c1ccco1)N1CCCC1)c1cccc(NS(=O)(=O)c2ccccc2)c1 (configuration not stated) was read as IDE act 2.
Screening CCCCN(C(=O)c1cc2ccccc2o1)c1c(N)n(CCCC)c(=O)[nH]c1=O returned IDE act -3.
`Cc1cc(NC(=O)C(C)SCC(=O)Nc2ccccc2N2CCCC2)no1` (configuration not stated) gave IDE act 0.
For CCCCN(C(=O)CSCC(=O)Nc1ccc(OC)cc1)c1c(N)n(Cc2ccccc2)c(=O)[nH]c1=O the results were IDE act 0.
CC(C)COC(=O)N1CC(O)CC1C(=O)Nc1ccc2c(c1)OCO2 (configuration not stated) was read as IDE act 3.
Screening Cn1cnnc1SCC(=O)Nc1ccc(N2CCCCC2)cc1 returned IDE act 1.
O=[N+]([O-])c1cccc(Cn2cnc3c(=S)nc[nH]c32)c1 was read as IDE act -11.
O=C(CNC(=O)c1ccccc1F)OCn1nnc2ccccc2c1=O was read as IDE act 4.
`CCCCN(C(=O)c1ccc(-n2nc(C)cc2C)cc1)c1c(N)n(CCC)c(=O)[nH]c1=O` gave IDE act 5.
CCN(CCc1ccccc1)c1ccc2c(c1)C1CC2CCN1C(=O)OCc1ccccc1 (configuration not stated) was read as IDE act 1.
O=C(COC(=O)CNS(=O)(=O)c1cc(C(F)(F)F)ccc1Cl)NC1CC1 was read as IDE act -5.
`OC1COCOC1C(O)C1OCOCC1O` (configuration not stated) gave IDE act 3.
O=C(COC(=O)c1ccc(Br)o1)Nc1cccc(S(=O)(=O)N2CCOCC2)c1 was read as IDE act -2.
Screening Cc1cc(OCC(=O)NCC(c2cccs2)N2CCOCC2)ccc1C(C)C (configuration not stated) returned IDE act 3.
`O=C(CSc1nc2[nH]ncc2c(=O)[nH]1)Nc1cccc(Cl)c1` gave IDE act -4.
`O=C1NC(=S)NC1=Cc1ccco1` gave IDE act -1.
Screening CCOC(=O)c1c(C)[nH]c(C)c1C(=O)COC(=O)Cc1n[nH]c(=O)c2ccccc12 returned IDE act 1.
`CC1(c2ccc(OC(F)F)cc2)NC(=O)N(CC(=O)NC2CCCC2)C1=O` (configuration not stated) gave IDE act 2.
For CCN1/C(=C/C=C/c2sc3ccccc3[n+]2CC)Sc2ccccc21 the results were IDE act -2.
`CC1OC(OC2C(Oc3c(-c4ccc(O)cc4)oc4cc(O)cc(O)c4c3=O)OC(COC3O[C@@H](C)[C@H](O)[C@@H](O)C3O)C(O)C2O)C(O)C(O)C1O` (some centres not stated) gave IDE act 2.
For CC(=O)c1ccc(N2CCN(C(=O)c3ccc(C(=O)c4ccccc4)cc3)CC2)cc1 the results were IDE act -15.
For C[C@H](CO)N1C[C@H](C)[C@@H](CN(C)S(=O)(=O)c2cn(C)cn2)Oc2c(NS(=O)(=O)c3ccccc3)cccc2C1=O the results were IDE act -1.
NC(=O)CSc1ccc(S(=O)(=O)N2CCCCC2)cn1 was read as IDE act -3.
Cc1cc(Br)cc(Cl)c1OCC(=O)N1CCN(C(=O)c2ccco2)CC1 was read as IDE act 2.
`CC[C@]12c3[nH]c4ccc(OC)cc4c3CCN1C(=O)C(CC(=O)NCCCN(C)C)C[C@@H]2C(=O)N1CCN(C(=O)C2CC2)CC1` (some centres not stated) gave IDE act 1.
Screening Cc1cc(Cl)cc(C)c1OCC(=O)NC1CCCCCC1 returned IDE act 6.
Screening O=C(C=Cc1cccc(O)c1)c1ccccc1O returned IDE act 0.
For O=C(CN1C(=O)NC(c2ccc(F)cc2)C1=O)NC1CCCCC1 (configuration not stated) the results were IDE act 0.
Screening COCCCOc1cc(NCc2ccccc2)c2ncn(C(C)C)c2c1 returned IDE act 4.
`O=C(COC(=O)c1ccccc1)NC1CCCCCC1` gave IDE act 7.
O=C(NNC(=O)C12CC3CC(CC(C3)C1)C2)c1ccccc1O was read as IDE act -3.
C[C@H]1COC(=O)[C@@H](Cc2ccc(F)cc2)C/C=C\C[C@@H](CC(=O)N[C@@H](CO)Cc2ccccc2)C(=O)N1 was read as IDE act -4.
Screening Cc1ccc(S(=O)(=O)NC(CC(C)C)C(=O)N2CCCCCCC2)cc1 (configuration not stated) returned IDE act 1.
Screening COc1ccccc1N(CC(=O)Nc1ccc(Br)cc1F)S(=O)(=O)c1cccs1 returned IDE act 4.
`CCCCN(C(=O)C1CCCO1)c1c(N)n(CC(C)C)c(=O)[nH]c1=O` (configuration not stated) gave IDE act -1.
COc1ccc([C@H]2CC(=O)C=C(c3cc(Br)ccc3OC)C2)cc1 was read as IDE act 1.
For COc1cccc(N2CCN(C(=O)c3cc(-c4ccccc4)nc4c3cnn4C(C)C)CC2)c1 the results were IDE act 6.
`CC(=O)c1cccc(NC(=O)C(C)OC(=O)c2cc(C)oc2C)c1` (configuration not stated) gave IDE act -2.
For Cc1nc2ccccc2n1CC(=O)OCC(=O)N1CCC(C)CC1 the results were IDE act -1.
Screening CNC[C@H]1Oc2ccc(NC(=O)C3CCCCC3)cc2CC(=O)N([C@H](C)CO)C[C@@H]1C returned IDE act 5.
Screening COc1ccccc1CNC(=O)COC(=O)c1cccc(S(=O)(=O)N2CCOCC2)c1 returned IDE act 3.
`Cc1ccc(NS(=O)(=O)c2ccc(C(=O)N3CCCCCC3)cc2)cc1` gave IDE act -1.
`CC(OC(=O)c1ccccc1C(=O)O)c1ccccc1` (configuration not stated) gave IDE act 6.
For O=C(CCCOC(=O)c1ccc(O)cc1O)c1ccc(F)cc1 the results were IDE act 0.
CCc1ccccc1NS(=O)(=O)c1cc2c3c(c1)CCN3C(=O)CC2 was read as IDE act -1.
For CCOc1ccc2oc(C(=O)N3CCCN(C)CC3)c(C)c2c1 the results were IDE act 3.
COc1cc(C(=O)N2CCN(S(=O)(=O)c3ccc(C)cc3)CC2)ccc1OCC(=O)N1CCOCC1 was read as IDE act -3.
For Cc1c(Cl)cnc(NC(=O)COC(=O)/C=C/c2ccco2)c1Cl the results were IDE act -1.
Screening O=C(CC(CC(=O)c1ccccc1)c1ccncc1)c1ccccc1 returned IDE act 5.
For COc1ccc(NC(=O)CSc2ccc(NC(C)=O)cc2)cc1S(=O)(=O)N1CCOCC1 the results were IDE act 3.
`O=C(NCCC1=CCCCC1)c1cc(S(=O)(=O)N2CCOCC2)ccc1F` gave IDE act 3.
For COC(=O)c1ccccc1NC(=O)COC(=O)Cc1ccc(S(=O)(=O)N2CCOCC2)s1 the results were IDE act 2.
For COc1cc(NC(=O)COc2ccc(-n3cnnn3)cc2)cc(OC)c1OC the results were IDE act 5.
For Cc1cc(=O)oc2cc(OCC(=O)Nc3c(C)n(C)n(-c4ccccc4)c3=O)c(Cl)cc12 the results were IDE act 2.
For CC(C)Cn1c(SCC(=O)N(C)c2c(N)n(Cc3ccccc3)c(=O)[nH]c2=O)nc2ccccc21 the results were IDE act -2.
For Cc1cc(C)n(-c2ccc(C(=O)N3CCN(S(=O)(=O)c4cccc(Br)c4)CC3)cc2)n1 the results were IDE act -1.
Screening COc1ccccc1[C@H]1C(c2cccc(Cl)c2)=NN(c2ccccc2)[C@@H]1CO returned IDE act -2.
CC(=O)Oc1ccc2c(c1)CCC1C2CCC2(C)C(OC(C)=O)CCC12 (configuration not stated) was read as IDE act 2.
For CC(C)(C)OC(=O)NCc1ccc(CNC(=O)c2nc[nH]c2C(=O)N2CCN(c3ccccc3)CC2)cc1 the results were IDE act -11.
COc1ccc2c(C)cc(SCC(=O)NC3CCCCC3)nc2c1 was read as IDE act 4.
`NC(=O)c1ccc(SCC(=O)OCC(=O)NCc2cccs2)c([N+](=O)[O-])c1` gave IDE act 3.

19 entries already listed, sorted by formula weight, rising:
`CC(OC(=O)c1ccccc1C(=O)O)c1ccccc1` (configuration not stated) gave IDE act 6.
For CCOc1ccc2oc(C(=O)N3CCCN(C)CC3)c(C)c2c1 the results were IDE act 3.
For O=C(CCCOC(=O)c1ccc(O)cc1O)c1ccc(F)cc1 the results were IDE act 0.
Screening O=C(CC(CC(=O)c1ccccc1)c1ccncc1)c1ccccc1 returned IDE act 5.
COc1ccc2c(C)cc(SCC(=O)NC3CCCCC3)nc2c1 was read as IDE act 4.
CC(=O)Oc1ccc2c(c1)CCC1C2CCC2(C)C(OC(C)=O)CCC12 (configuration not stated) was read as IDE act 2.
`Cc1ccc(NS(=O)(=O)c2ccc(C(=O)N3CCCCCC3)cc2)cc1` gave IDE act -1.
For COc1cc(NC(=O)COc2ccc(-n3cnnn3)cc2)cc(OC)c1OC the results were IDE act 5.
Screening COc1ccccc1[C@H]1C(c2cccc(Cl)c2)=NN(c2ccccc2)[C@@H]1CO returned IDE act -2.
`O=C(NCCC1=CCCCC1)c1cc(S(=O)(=O)N2CCOCC2)ccc1F` gave IDE act 3.
`NC(=O)c1ccc(SCC(=O)OCC(=O)NCc2cccs2)c([N+](=O)[O-])c1` gave IDE act 3.
Screening CNC[C@H]1Oc2ccc(NC(=O)C3CCCCC3)cc2CC(=O)N([C@H](C)CO)C[C@@H]1C returned IDE act 5.
Screening COc1ccccc1CNC(=O)COC(=O)c1cccc(S(=O)(=O)N2CCOCC2)c1 returned IDE act 3.
For Cc1cc(=O)oc2cc(OCC(=O)Nc3c(C)n(C)n(-c4ccccc4)c3=O)c(Cl)cc12 the results were IDE act 2.
For COC(=O)c1ccccc1NC(=O)COC(=O)Cc1ccc(S(=O)(=O)N2CCOCC2)s1 the results were IDE act 2.
For CC(C)Cn1c(SCC(=O)N(C)c2c(N)n(Cc3ccccc3)c(=O)[nH]c2=O)nc2ccccc21 the results were IDE act -2.
For Cc1cc(C)n(-c2ccc(C(=O)N3CCN(S(=O)(=O)c4cccc(Br)c4)CC3)cc2)n1 the results were IDE act -1.
COc1cc(C(=O)N2CCN(S(=O)(=O)c3ccc(C)cc3)CC2)ccc1OCC(=O)N1CCOCC1 was read as IDE act -3.
For CC(C)(C)OC(=O)NCc1ccc(CNC(=O)c2nc[nH]c2C(=O)N2CCN(c3ccccc3)CC2)cc1 the results were IDE act -11.
